Source: PubChem BioAssay (National Center for Advancing Translational Sciences (NCATS))
S3 lipid droplet: qHTS Assay for Lipid Storage Modulators in Drosophila S3 Cells; Drosophila S3 cells, BODIPY lipid droplet fluorescence, 18-24 h; cells fed with added oleic acid; Potency in µM for hits, for the others lipid storage change, negative = inhibition, % at the top dose, mostly 46.1 µM; hit rate 0.64% among 320,000; AID 2685; active = well fitted inhibition curve with a large enough effect in the signal ratio, with a control signal flat, not every such curve was filed as active; inconclusive = small, poorly fitted or top-dose-only effect, or effect the other way, or a change in a side signal; the % refers to the signal ratio
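Drosophila S3 cells got compounds at several concentrations plus oleic acid (400 uM solution). Laser-scanning cytometry with 488 nm excitation read lipid droplets at 500-530 nm and cells at 575-640 nm. Percent activity was relative to 20 uM Triacsin C.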
S3 lipid droplet cell count max: recorded beside S3 lipid droplet, whose call it bears; cell number change, %; measured here: cell count max response;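 cells counted by Cell Tracker Red CMTPX staining in the red channel; peak over a dose series mostly up to 46.1 µM; percent activity relative to internal control wells on each plate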
Starred values were filed as active, the others as inactive; i = inactive; ? = inconclusive; . = not tested or not shown. % is scaled to controls: 0 for no effect and ±100 for the full control effect; potency is read from the fitted curve at half-maximal effect.

SMILES | S3 lipid droplet | S3 lipid droplet cell count max
COc1ccccc1N(CC(=O)NCc1ccccc1)C(=O)CCC(=O)Nc1cc(C)ccn1 | 1.7% | -8.7
Cc1cc(S(=O)(=O)Nc2ccc(C(=O)NCC3(N(C)C)CCCCC3)cc2)ccc1F | -24.3% | .
O=C(NC1CC1)C1=C[C@H](C2CCCCC2)C[C@H](OCc2ccc(CO)cc2)O1 | 18.1% | -5.4
COc1ccc(C(=O)NCCS(=O)(=O)N2CCN(C(=O)c3ccco3)CC2)cc1 | ? | .
CCOC(=O)CCc1c(C)nc2ncnn2c1C | -13.4% | -13.1
CCN(CC)CC(=O)NCc1cc(-c2ccc(OC)cc2)no1 | 9.7% | -17.4
O=C(NCC1CC1)c1onc(CSc2nc3ccccc3[nH]2)c1C(=O)NCC1CC1 | 11.6µM* | -10.5*
COc1ccccc1N1CCN(C(=O)C(Cc2ccccc2)NC(=O)C2CCCCC2)CC1 (stereo not drawn) | ? | .
O=C(Cn1cc(C(F)(F)F)ccc1=O)N/N=C/c1ccc(Cl)cc1 | 7.0% | -3.2
O=C(CCc1nc2ccccc2c(=O)[nH]1)Nc1ccc(F)c([N+](=O)[O-])c1 | ? | .
Cc1ccc(/C=C/C(=O)O)cc1S(=O)(=O)NCc1cccnc1 | ? | .
COc1ccc(C(=O)Cn2c(Cl)nc3c2c(=O)n(C)c(=O)n3C)cc1 | 23.5% | 3.9
CCOC(=O)N1CCC(NC(=O)CCCN2C(=O)CSc3ncccc32)CC1 | ? | .
O=C1c2ccccc2NC(c2ccccn2)N1NS(=O)(=O)c1ccccc1 (stereo not drawn) | -3.0% | -5.4
COc1cccc(Sc2ccccc2CN(C)C)c1 | -7.1% | -2.0
COc1ccc(OCCn2cc(/C=N/NC(=O)c3ccncc3)c3ccccc32)cc1 | ? | .
COC(=O)C1=C(C)N(CCc2ccccc2)C(=O)C1(NS(=O)(=O)c1ccc(NC(C)=O)cc1)C(F)(F)F (stereo not drawn) | ? | .
O=C1C2C3C=CC(CC3)C2C(=O)N1/N=C/c1ccccc1O (stereo not drawn) | -13.1% | .
CC(=O)Oc1ccc(/C=C/c2nc3ccccc3c(=O)o2)cc1 | i | 18.9
CCOC(=O)c1[nH]c(C)c(C(=O)OCc2c(C)noc2C)c1C | ? | .
Cc1cc(C)n2nc(C(=O)OC(C)C(=O)c3cc(C)c(C)cc3C)nc2n1 (stereo not drawn) | i | -9.5
Fc1ccccc1CNc1ccc(Cl)cc1 | 12.9% | -4.4
C/C(=N\O)c1cc(Cl)ccc1O | 0.1% | -5.7
O=C1CCCC2=C1C1(CCCCC1)N=C(Nc1nc3ccccc3o1)N2 | ? | .
CCOc1ccc2nc(N3CCCC(C(=O)NCC4CCCO4)C3)sc2c1 (stereo not drawn) | -0.6% | 10.7
Later entries:
SMILES | S3 lipid droplet | S3 lipid droplet cell count max
O=[N+]([O-])c1cccnc1-n1cnc2ccccc21 | -8.2% | 6.0
O=C(c1cnc2ccc3ccccc3c2c1)c1cc(F)ccc1O | 12.4% | -11.6
Cc1cccc(C)c1NC(=O)Cn1nnc(-c2ccc(CN3CCC(C)CC3)cc2)n1 | 17.4% | 8.3
COc1ccc(COC(=O)C2CC(=O)N(Cc3ccccc3)C2)cc1 (stereo not drawn) | ? | .
O=C(O)CC/C(=C\c1ccccc1[N+](=O)[O-])c1nc2ccccc2s1 | -0.5% | 14.8
Cn1c(=O)n(CCN2CCOCC2)c(=O)c2c1nc1n2CCN1c1ccc(Oc2ccccc2)cc1 | ? | .
COC(=O)c1ccccc1S(=O)(=O)N1CCC(C(=O)NC2CCCCC2C)CC1 (stereo not drawn) | ? | .
C=CCn1c(C)cc(C(=O)Cn2ncc(Cl)c(Cl)c2=O)c1C | ? | .
C=CCNC(=O)C(=O)NCC1CCCN1CC (stereo not drawn) | -1.5% | 9.3
COc1ccc2nc(N(CCN(C)C)C(=O)c3ccc4ccccc4c3)sc2c1 | ? | .
CCOC(=O)N1CCN(C(=O)COc2ccc(S(=O)(=O)Nc3ccc(OCC)cc3)cc2)CC1 | i | .
O=C(NNC(=O)c1ccccc1Cl)c1ccccc1Cl | ? | .
CCN1CCC(N2CCN(c3ccccc3OC)CC2)CC1 | i | -10.8
O=C(Cc1cccs1)Nc1ccc(F)c(S(=O)(=O)N2CCOCC2)c1 | ? | .
CCC(C)(C)C1CCC2(CC1)NC(=O)N(CC(=O)N1CCN(C(=O)c3ccco3)CC1)C2=O (stereo not drawn) | ? | .
O=C(COc1ccccc1)Nc1ccccc1N1CCCCC1 | ? | .
O=C(CSc1nnc(Cn2nnc(-c3ccccc3)n2)n1-c1ccccc1)Nc1ccccc1 | 14.3% | -19.9
O=C(NCC(O)c1ccccc1)c1cccs1 (stereo not drawn) | 4.2% | -0.7
CCOC(=O)C(Cc1ccc(Cl)cc1Cl)c1ccno1 (stereo not drawn) | 4.7% | -28.5
COc1ccccc1N1CCN(C(=O)CN2C(=O)c3ccccc3S2(=O)=O)CC1 | -21.0% | -12.8
CN(C)C(=S)Oc1ccccc1-c1ccccc1OC(=S)N(C)C | ? | .
CC(=O)c1c(N2CCOCC2)nc2ccc(Br)cc2c1-c1ccccc1 | ? | .
CC(C)Cn1c(-c2csc(C(C)C)c2)n[nH]c1=S | ? | .
COc1ccc(NC(=O)CN(C)C(=O)CSc2ccc(Br)cc2)cc1 | ? | .
COc1ccc(/C=C2\OC(=S)N(C)C2=O)cc1 | ? | .
Remaining list, next part.
SMILES | S3 lipid droplet | S3 lipid droplet cell count max
Cc1c(-c2ccccc2)nc2ccccc2c1C(=O)OCC(=O)Nc1ncc(C(F)(F)F)cc1Cl | ? | .
Cc1nnc(NC(=O)CSC2CCCCC2)s1 | i | .
CCN(CC)S(=O)(=O)c1ccc(NC(=O)C(C)N(c2ccccc2)S(C)(=O)=O)cc1 (stereo not drawn) | ? | .
CCOc1ccccc1N(C(=O)Nc1ccc(Cl)cc1)C1=NC(C)CS1 (stereo not drawn) | 1.0% | 21.2
Cc1ccc(C(=O)N/C(=C/c2cccc([N+](=O)[O-])c2)C(=O)NCC2CCCO2)cc1 (stereo not drawn) | 9.8% | 15.7
COC(=O)CSC1=C(C#N)C(c2ccc(C)cc2)C2=C(CCCC2=O)N1 (stereo not drawn) | ? | .
Cc1cc(C)c2cc(CN(CCCO)S(=O)(=O)c3ccccc3F)c(=O)[nH]c2c1 | ? | .
O=C(C[C@@H]1NS(=O)(=O)OC2CCCCC21)c1ccccc1 (stereo partly drawn) | 11.4% | 12.6
O=C(CC1C(=O)NCCN1C(=O)Nc1ccccc1)Nc1cccc(C(F)(F)F)c1 (stereo not drawn) | ? | .
O=c1cc(O)c2c(=O)n(-c3ccccc3)c3c(c2o1)CCCCCC3 | ? | .
Cc1cc(C)cc(OCC(=O)N/N=C/c2ccco2)c1 | 15.9% | 0.6
Cc1ccc(NC(=O)CC(O)(C(F)(F)F)C(F)(F)F)c(Br)c1 | ? | .
Cc1cccc(NS(=O)(=O)c2cc3c(cc2C)N(C)CCO3)c1 | ? | .
CC1CCCCN1S(=O)(=O)c1ccc(C(=O)Nc2nnc(C3CC3)o2)cc1 (stereo not drawn) | -20.1% | 23.3
O=C(O)CC1C(=O)NCCN1Cc1cccs1 (stereo not drawn) | ? | .
COc1ccc(NC(=O)CSc2nnc(Cn3cnc4ccccc43)o2)cc1 | ? | .
Cc1ccc(SCc2cn3cc(Cl)ccc3n2)cc1 | 14.0% | 14.1
CCN(CC)S(=O)(=O)c1ccc(C)c(NC(=O)CNc2cccc(S(=O)(=O)N3CCCC3)c2)c1 | ? | .
O=C(/C=C/Nc1ccc(S(=O)(=O)Nc2ncccn2)cc1)c1ccc(Cl)c(Cl)c1 | -4.9% | -9.8
COc1ccc(CC(=O)Nc2cccc(SC)c2)cc1 | -1.9% | -0.4
COc1cc2nc(CN(CCC(C)C)Cc3nc4cc(OC)c(OC)cc4c(=O)[nH]3)[nH]c(=O)c2cc1OC | -16.4% | 0.3
CCOC(=O)c1nncc(-c2ccccc2)n1 | ? | .
CCOc1ccc(C(C)NC(=S)NC2CCCCC2)cc1OCC (stereo not drawn) | 4.6% | 0.1
O=C(NCc1ccncc1)c1cc(-c2ccc(Cl)cc2)oc1C(F)(F)F | ? | .
Cc1ccc(OCCNC(=O)Cn2cnc3c(=O)n(C)c(=O)n(C)c32)cc1C | -1.5% | -15.7

Gathered by group: the entries above containing fluorine.
SMILES | S3 lipid droplet | S3 lipid droplet cell count max
Cc1cc(S(=O)(=O)Nc2ccc(C(=O)NCC3(N(C)C)CCCCC3)cc2)ccc1F | -24.3% | .
O=C(Cn1cc(C(F)(F)F)ccc1=O)N/N=C/c1ccc(Cl)cc1 | 7.0% | -3.2
O=C(CCc1nc2ccccc2c(=O)[nH]1)Nc1ccc(F)c([N+](=O)[O-])c1 | ? | .
COC(=O)C1=C(C)N(CCc2ccccc2)C(=O)C1(NS(=O)(=O)c1ccc(NC(C)=O)cc1)C(F)(F)F (stereo not drawn) | ? | .
Fc1ccccc1CNc1ccc(Cl)cc1 | 12.9% | -4.4
O=C(c1cnc2ccc3ccccc3c2c1)c1cc(F)ccc1O | 12.4% | -11.6
O=C(Cc1cccs1)Nc1ccc(F)c(S(=O)(=O)N2CCOCC2)c1 | ? | .
Cc1c(-c2ccccc2)nc2ccccc2c1C(=O)OCC(=O)Nc1ncc(C(F)(F)F)cc1Cl | ? | .
Cc1cc(C)c2cc(CN(CCCO)S(=O)(=O)c3ccccc3F)c(=O)[nH]c2c1 | ? | .
O=C(CC1C(=O)NCCN1C(=O)Nc1ccccc1)Nc1cccc(C(F)(F)F)c1 (stereo not drawn) | ? | .
Cc1ccc(NC(=O)CC(O)(C(F)(F)F)C(F)(F)F)c(Br)c1 | ? | .
O=C(NCc1ccncc1)c1cc(-c2ccc(Cl)cc2)oc1C(F)(F)F | ? | .

The list goes on.
SMILES | S3 lipid droplet | S3 lipid droplet cell count max
O=C(CN(C(=O)C1COc2ccccc2O1)c1ccccc1)NCC1CCCO1 (stereo not drawn) | 2.6% | 7.9
COc1ccc(N(CC(=O)N2CCCCCC2)S(C)(=O)=O)cc1Cl | 2.8% | 10.8
O=C(CC12CC3CC(CC(C3)C1)C2)NCC(c1ccc(F)cc1)N1CCOCC1 (stereo not drawn) | ? | .
CN(Cc1ccsc1)C(=O)CCc1nnc(CCCc2ccccc2)o1 | ? | .
Cc1ccc(S(=O)(=O)NCCC(=O)N2CCOCC2)cc1C | ? | .
Cc1cccc(C)c1OCc1cc(C(=O)NCc2ccc(Cl)s2)no1 | ? | .
CCc1nnc(NC(=O)CN2CCN(Cc3ccccc3C)CC2)s1 | i | 29.4
NC(=O)c1ccc[n+](Cc2cccc3ccccc23)c1 | ? | .
CC(=O)Nc1ccc(Nc2cc(N(C)C)c3nonc3c2[N+](=O)[O-])cc1 | ? | .
CCOc1cc(C(=O)Nc2ccc(S(=O)(=O)Nc3nnc(CC)s3)cc2)cc(OCC)c1OCC | 16.5% | 2.8
O=C(CN1C(=O)/C(=C/c2ccco2)SC1=S)Nc1ccc(C(=O)O)c(O)c1 | 20.6µM* | 25.4*
CCn1c2ccccc2c2cc(NC(=O)CC(C)=O)ccc21 | ? | .
COc1ccc(OC)c(CC(NC(C)=O)C(=O)NC2CCN(c3nc(OC)nc(OC)n3)CC2)c1 (stereo not drawn) | ? | .
CNC(=O)N(C1=NCC(C)S1)c1ccc(F)cc1F (stereo not drawn) | i | .
CCCCC(CC)C(=O)Nc1ccc(S(=O)(=O)Nc2nccs2)cc1 (stereo not drawn) | -17.8% | -3.8
CC(C)=CCCC(C)CN1CCC(O)CC1 (stereo not drawn) | ? | .
CCN1C(=O)[C@H]2[C@@H](c3ccc(-c4ccc(F)cc4)c(OC)c3)N[C@@](C)(C(=O)OC)[C@H]2C1=O | 1.7% | 2.6
C=CCNC(=O)C1CC(=O)N(c2ccc(OCC(=O)Nc3ccc(Cl)c(C(F)(F)F)c3)cc2)C1 (stereo not drawn) | ? | .
COc1ccc(N(CC(=O)Nc2ccc(S(=O)(=O)N3CCCC3)cc2)S(C)(=O)=O)cc1OC | -8.2% | -1.9
CC1=C(C(=O)OCc2ccc3c(c2)OCO3)C(c2ccccc2OCc2ccccc2)NC(=O)N1 (stereo not drawn) | ? | .
Cc1ccc(CN2C(=O)CNC2=S)cc1 | -13.3% | -17.6
CCCCCCn1c(SCCOC)nc2c1c(=O)[nH]c(=O)n2C | 10.8% | 3.9
Cc1ccc(NC(=S)N/C(=N/S(=O)(=O)c2ccccc2)c2ccccc2)cc1 | i | .
CC(=O)c1cccc(NC(=O)c2onc(C)c2Cl)c1 | ? | .
CCCc1ccc2oc(C(=O)N3CCN(CC(=O)NC(C)C)CC3)c(C)c2c1 | 4.11µM* | -11.6*
Additional compounds.
SMILES | S3 lipid droplet | S3 lipid droplet cell count max
Cc1cc(-c2ccccc2)c2ccc(NC(=O)C(C)(C)C)nc2n1 | ? | .
CCOC(=O)c1cnc2c(cnn2C)c1Cl | i | .
COc1cccc(-c2nnc(NC(=O)c3ccc(S(=O)(=O)N(CC(C)C)CC(C)C)cc3)o2)c1 | ? | .
COc1cccc(-c2cc(C(=O)N/N=C/c3ccco3)c3ccccc3n2)c1 | -13.5% | .
CC(Sc1nnc(-c2ccccc2)c(-c2ccccc2)n1)C(=O)N1CCc2ccccc21 (stereo not drawn) | ? | .
Cc1cc(OCc2ccc(F)cc2)nc(-c2ccccc2O)n1 | ? | .
CC(CC(=O)NC1CCSC1=O)c1ccccc1 (stereo not drawn) | i | .

A portion of the library (hit frequency here may not be typical).
